Source: PubChem BioAssay
Exocytosis inh: LAMP-1 surface exposure blockers, TALL-104 cells – cell-based, flow cytometry, MLPCN library, primary screen | hit rate 0.66% among 360,000 | TALL-104 LAMP-1 surface exposure; cells stimulated with thapsigargin and PMA | inhibition, % at 10 µM | AID 651702, 2012;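 active = inhibition above about 55%, limit read from the data; inconclusive = no clear call, values can overlap the other calls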
aDG glyco up: activators of alpha-DG glycosylation, primary screen, uHTS, Pro5-aDG cells, AlphaScreen | activation, % at 10 µM | alpha-DG glycosylation AlphaScreen (IIH6); 0% Pro5, 100% B10-LARGE cell signal | AID 624168, 2012 | hit rate 0.22% among 360,000;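 active = activation of at least 8% versus controls, or a plate z-score of at least 8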;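 note: Pro5 are CHO cells carrying HIG-tagged alpha-DG that lacks glycosylation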
TLR9-MyD88 block: inhibitors of TLR9-MyD88 association in cells, primary screen, cell-based, CHO, BLA complementation, fluorescence; Toll-like receptor 9 (Homo sapiens) + Myeloid differentiation primary response protein …; CCF4 FRET ratio; inhibition, % at 4.98 µM; hit rate 0.21% among 340,000;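 active = inhibition above the mean over all tested compounds plus 3 SD, cut at about 21% in these data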;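 note: 0% = DMSO only wells and 100% = clavulanate BLA inhibitor control wells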
MC4R antagonist: MC4R antagonists of cAMP signaling, primary screen, cell-based, TR-FRET, antagonist arm of biased-ligand search; MC4R-expressing cells, MTII-stimulated cAMP, LANCE TR-FRET; inhibition, % at 6.5 µM; hit rate 0.48% among 360,000;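 active = inhibition above its plate's cutoff, the mean of tested wells on that plate plus 3 SD, cut at about 29% in these data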;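 note: 0% = Melanotan II alone and 100% = Melanotan II plus saturating MCL0020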
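Material: human MC4R-expressing U2OS cells. Probe or stimulus: Melanotan II challenge. Dosing: 6.5 µM single dose. Times: 30-min compound, 1-h challenge, 1-h detection, room temperature. Technique: TR-FRET with Eu-cAMP and labeled anti-cAMP, 671 nm. Replication: singlicate.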
ABCB6 inh MLPCN: ABCB6 transporter inhibitors, primary screen, K562-ABCB6 cells, flow cytometry, MLPCN library; ATP-binding cassette sub-family B member 6 (Homo sapiens), Q9NP58; K562-ABCB6 porphyrin accumulation, 1 h; stronger effect = lower value; fluorescence ratio to DMSO, % at 10 µM; hit rate 0.19% among 360,000;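 active = fluorescence ratio to DMSO below 75%, the collection mean minus 3 SD; inconclusive = too few cells collected in the well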;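 note: signal is porphyrin accumulated inside mitochondria; 100% equals median channel fluorescence of DMSO control wells; lower ratio means ABCB6 inhibition with less porphyrin fluorescence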
NOD2-RIPK2 inh: NOD2-RIPK2 binding disruptors in cells, primary screen, fluorescence, CHO cells, BLA complementation; Receptor-interacting serine/threonine-protein kinase 2 (Homo sapiens), O43353; CCF4 ratio; inhibition, % at 4.98 µM; hit rate 0.38% among 360,000; AID 624267, 2012; in the data active = inhibition above about 21%;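 note: 0% = vehicle only and 100% = reference blocker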
N-glyco inh: increase of ERlucT glycosylation luciferase signal, primary screen, N-linked glycosylation inhibitor project, D54 ERlucT cells, luminescence, set 2. hit rate 0.23% among 360,000. D54 ERlucT glycosylation luciferase reporter, 24 h; percent of 100 nM tunicamycin response. reporter increase, % at 12.5 µM;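 active = mean luciferase reporter signal, scaled so untreated is 0 and the glycosylation-blocking control 100, at or above a set limit in every replicate; inconclusive = mean reaches the limit but not every replicate does; inactive = mean below the limit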;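 note: luciferase carries N-glycosylation sites so blocking glycosylation raises the light; 0% = median of neutral control wells and 100% = median of 100 nM tunicamycin wells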
Vif imaging: HIV Vif self-association inhibitors, primary screen, imaging, HEK293T, single point; HEK293T cells, Vif self-association by quenched fluorescence, 24 h; inhibition, % at 7.49 µM; hit rate 0.35% among 340,000; in the data active = inhibition above about 50%, passing the limit was not always enough; inconclusive = no clear call, values can overlap the other calls; inactive = below about 31%; note: some results filed as inactive read as strong as hits
ABHD5 PLIN5 PPI: ABHD5-PLIN5 interaction inhibitors, primary screen, cell lysate, split luciferase complementation, luminescence | hit rate 0.78% among 360,000 | AID 602281, 2012 | Split G. princeps luciferase complementation, 4 h | inhibition, % at 4 µM | Perilipin-5 (Homo sapiens) + 1-acylglycerol-3-phosphate O-acyltransferase ABHD5 (Homo …;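 active = inhibition above the mean inhibition across every tested compound plus 3 SD, cut at about 22% in these data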;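 note: 0% = DMSO only wells and the 100% control is not disclosed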
Target sequence (Q00G26 whole entry, looked up): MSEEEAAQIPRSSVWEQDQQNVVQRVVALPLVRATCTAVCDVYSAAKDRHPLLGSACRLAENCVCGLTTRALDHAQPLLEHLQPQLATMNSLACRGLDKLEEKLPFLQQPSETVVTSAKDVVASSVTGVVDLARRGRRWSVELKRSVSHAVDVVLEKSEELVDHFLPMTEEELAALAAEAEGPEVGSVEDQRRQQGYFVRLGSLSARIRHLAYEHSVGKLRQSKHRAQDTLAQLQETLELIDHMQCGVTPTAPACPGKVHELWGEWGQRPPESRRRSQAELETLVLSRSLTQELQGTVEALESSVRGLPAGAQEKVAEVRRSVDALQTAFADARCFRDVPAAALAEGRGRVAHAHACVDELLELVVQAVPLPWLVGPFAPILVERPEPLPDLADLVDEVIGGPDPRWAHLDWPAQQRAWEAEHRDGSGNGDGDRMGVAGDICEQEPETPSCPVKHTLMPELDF
Target sequence (Q8WTS1 whole entry, looked up): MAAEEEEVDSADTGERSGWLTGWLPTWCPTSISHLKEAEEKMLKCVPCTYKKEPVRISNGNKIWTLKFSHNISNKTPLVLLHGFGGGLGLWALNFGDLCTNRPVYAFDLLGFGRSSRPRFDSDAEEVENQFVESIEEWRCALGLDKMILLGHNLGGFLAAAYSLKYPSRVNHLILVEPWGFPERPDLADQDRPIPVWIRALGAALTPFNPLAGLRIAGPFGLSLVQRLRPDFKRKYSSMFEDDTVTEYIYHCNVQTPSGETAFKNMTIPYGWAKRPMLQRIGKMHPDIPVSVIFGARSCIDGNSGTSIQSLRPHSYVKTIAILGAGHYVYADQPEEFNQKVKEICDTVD
MC4R barr agon: MC4R agonists recruiting beta-arrestin, primary screen, cell-based, luminescence, agonist arm of biased-ligand search; Melanocortin receptor 4 (Homo sapiens), P32245; U2OS MC4R beta-arrestin complementation; percent of melanotan II response, DMSO zero; activation, % at 8.9 µM; hit rate 0.98% among 360,000; AID 540308, 2011;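 active = activation above a per-plate cutoff, the mean activation of sample wells on that plate plus 3 SD, cut at about 8% in these data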
The depositor's hits bear a star; ? = inconclusive; . = no result given. The list is partial; the hit share may differ from the screen's.

SMILES	Exocytosis inh	aDG glyco up	TLR9-MyD88 block	MC4R antagonist	ABCB6 inh MLPCN	NOD2-RIPK2 inh	N-glyco inh	Vif imaging	ABHD5 PLIN5 PPI	MC4R barr agon
CCCCc1n[nH]c2c1/C(=N/O)CC(c1ccccc1)C2 (configuration not stated)	2	0.0	3	7	100	3	-4	-15	-1	-2.0
Cc1cc(C)n(C(=O)c2cccc([N+](=O)[O-])c2C)n1	8	-0.1	-16	9	104	-1	-1	-2	-4	-0.5
O=C1C=C(C2OC(CO)C(O)C2O)C(=O)N1 (configuration not stated)	-1	-0.2	-1	-4	99	0	2	-8	68*	1.1
O=C(Cn1ccc(NC(=O)OCc2ccccc2)nc1=O)NCCc1c[nH]c2ccccc12	10	0.0	-2	-3	95	5	1	-2	0	-0.6
CC(=O)NC(c1ccccc1)c1cc(Cl)c2cccnc2c1O (configuration not stated)	-3	0.2	8	-7	93	4	-11	1	7	-2.2
CCOC(=O)[C@]12CCCC=C1N(Cc1ccccc1)C(=O)[C@H](CC(=O)N1CCOCC1)C2	-6	0.7	.	.	.	-5	.	.	0	.
Cc1ccc(C(=O)NC2CCN(Cc3ccccc3)CC2)cc1S(=O)(=O)N1CCOCC1	0	0.3	-3	6	98	-5	0	-13	2	-1.1
O=C(COc1ccccc1)NCC(=O)N/N=C/c1ccccc1	-4	-0.2	2	0	99	-9	0	0	-3	-1.3
Cc1nc(Cc2ccccc2)sc1CC#N	0	-0.1	-4	7	97	1	-1	1	2	-0.6
COc1ccc(C(=O)N2CCCc3ccccc32)cc1	5	0.0	1	-7	95	4	0	-7	0	-1.1
O=C(CCc1ccc(F)c(F)c1)NC1CCCN(Cc2ccc(Cl)cc2)C1 (configuration not stated)	-2	0.1	-7	2	99	-4	-2	-1	-4	-0.1
CCNS(=O)(=O)c1ccc(C)c(-n2cnnn2)c1C	-2	-0.1	-5	-6	94	-7	2	5	7	1.0
CC1(C)CC2(CCO1)N1CC3(C)CN2CC(C)(C1)C3=O (configuration not stated)	3	-0.2	3	9	101	-4	1	3	-2	-1.2
CC(C)OC(=O)CSc1nnc(CNc2cccc(Cl)c2)n1C	1	-0.3	1	4	96	-4	3	14	-6	-0.2
CC(OC(=O)C1CC1)C(=O)Nc1cc(Cl)cc(Cl)c1 (configuration not stated)	-1	0.3	-16	-5	97	-11	0	-1	4	-0.5
CCc1nnc(NC(=O)[C@@H](NC(=O)c2cccc(C)c2)C(C)C)s1	-1	-0.1	-3	2	101	-6	3	11	-4	-1.0
COCC(=O)N(Cc1cc2cc(C)ccc2[nH]c1=O)c1cccc(C)c1C	-1	-0.1	-11	5	99	3	0	-8	-7	-0.8
CCC(C)(C)NC(=O)C(c1ccncc1)N(C(=O)c1sc(C)nc1C)c1ccc(F)cc1 (configuration not stated)	6	0.6	3	-1	92	-9	2	3	-1	-0.1
O=C(c1cc(F)ccc1F)C1CCCN(C(=O)CSc2ccccn2)C1 (configuration not stated)	?	-0.2	-6	-11	101	-11	2	.	0	-1.6
CC1=C(C(=O)N(C)C)CC(CC(=O)NCCCN(C)C)C(=O)N1Cc1ccc(F)cc1 (configuration not stated)	2	-0.4	.	.	98	-6	2	.	-2	.
O=C(Cc1ccc(F)cc1)Nc1ccc(S(=O)(=O)N2CCCC2)cc1	-8	0.2	-4	3	92	-5	1	-13	-12	0.4
O=S(=O)(NCc1ccccc1Br)c1cccs1	-2	0.1	-6	-7	103	-8	0	-2	3	1.3
O=C(CSc1nnc(-c2cc3ccccc3cc2O)n1Cc1ccco1)c1ccc(F)cc1	0	-0.2	-5	4	99	2	2	-10	11	-1.1
CC(C)CNC(=O)COc1cccc(C(=O)NCc2ccccc2)c1	-2	0.6	6	-4	99	1	-2	.	19	0.7
CC(Oc1cc2oc(=O)c3c(c2cc1Cl)CCC3)C(=O)NCC1CCC(C(=O)O)CC1 (configuration not stated)	0	0.1	10	6	103	-12	1	3	-2	-3.0

Whole records, looked up by structure.
Record of O=C(CCc1ccc(F)c(F)c1)NC1CCCN(Cc2ccc(Cl)cc2)C1 (configuration not stated) : Exocytosis inh: -2; aDG glyco up: 0.1; TLR9-MyD88 block: -7; MC4R antagonist: 2; ABCB6 inh MLPCN: 99; NOD2-RIPK2 inh: -4; N-glyco inh: -2; Vif imaging: -1; ABHD5 PLIN5 PPI: -4; MC4R barr agon: -0.1
Record of O=C(CSc1nnc(-c2cc3ccccc3cc2O)n1Cc1ccco1)c1ccc(F)cc1 : Exocytosis inh: 0; aDG glyco up: -0.2; TLR9-MyD88 block: -5; MC4R antagonist: 4; ABCB6 inh MLPCN: 99; NOD2-RIPK2 inh: 2; N-glyco inh: 2; Vif imaging: -10; ABHD5 PLIN5 PPI: 11; MC4R barr agon: -1.1

An excerpt of these results, with bars between the fields:
compound | Exocytosis inh | aDG glyco up | TLR9-MyD88 block | MC4R antagonist | ABCB6 inh MLPCN | NOD2-RIPK2 inh | N-glyco inh | Vif imaging | ABHD5 PLIN5 PPI | MC4R barr agon
CC1(C)CC2(CCO1)N1CC3(C)CN2CC(C)(C1)C3=O (configuration not stated) | 3 | -0.2 | 3 | 9 | 101 | -4 | 1 | 3 | -2 | -1.2
CC(C)OC(=O)CSc1nnc(CNc2cccc(Cl)c2)n1C | 1 | -0.3 | 1 | 4 | 96 | -4 | 3 | 14 | -6 | -0.2
CC(OC(=O)C1CC1)C(=O)Nc1cc(Cl)cc(Cl)c1 (configuration not stated) | -1 | 0.3 | -16 | -5 | 97 | -11 | 0 | -1 | 4 | -0.5
CCc1nnc(NC(=O)[C@@H](NC(=O)c2cccc(C)c2)C(C)C)s1 | -1 | -0.1 | -3 | 2 | 101 | -6 | 3 | 11 | -4 | -1.0
COCC(=O)N(Cc1cc2cc(C)ccc2[nH]c1=O)c1cccc(C)c1C | -1 | -0.1 | -11 | 5 | 99 | 3 | 0 | -8 | -7 | -0.8
CCC(C)(C)NC(=O)C(c1ccncc1)N(C(=O)c1sc(C)nc1C)c1ccc(F)cc1 (configuration not stated) | 6 | 0.6 | 3 | -1 | 92 | -9 | 2 | 3 | -1 | -0.1

(continued)
SMILES	Exocytosis inh	aDG glyco up	TLR9-MyD88 block	MC4R antagonist	ABCB6 inh MLPCN	NOD2-RIPK2 inh	N-glyco inh	Vif imaging	ABHD5 PLIN5 PPI	MC4R barr agon
CCOc1ccc(C2=Nn3c(nnc3-c3cccnc3)SC2)cc1	-3	0.1	-9	19	97	-12	7	10	0	-1.9
CCOc1c(Br)cc(CNc2ncn[nH]2)cc1OC	?	0.2	-7	-4	98	4	-1	4	2	-1.3
Cn1c(N)c(C(=O)CSc2nn(-c3ccccc3)c(=S)s2)c(=O)n(C)c1=O	2	0.1	-7	16	99	-9	-6	-6	-1	-1.0
O=C(Cc1ccc(F)cc1)Nc1c(C(=O)N2CCN(c3ncccn3)CC2)oc2ccccc12	1	0.0	-11	3	98	3	-1	-5	3	-3.1
COc1cc(/C=N/N=C(\N)c2nonc2N)cc(OC)c1O	-4	-0.2	-6	10	100	11	1	3	-1	-2.4
COC(=O)c1ccccc1S(=O)(=O)N1CCC(C(=O)OCC(=O)NCC(F)(F)F)CC1	96*	-0.1	5	8	97	-12	2	0	4	-2.7
CCOC(=O)N1CCN(CC(=O)n2c(C)c(C)c3ccccc32)CC1	-1	0.7	3	-2	93	7	0	-7	-3	0.2
O=C(CCc1nnc2ccc(NCc3ccco3)nn12)N1CCN(c2ccccc2F)CC1	0	0.3	10	2	98	-16	0	-2	13	-1.4
CCc1nc2c(OCc3ccccc3)cccn2c1N(C)C(=O)Nc1ccccc1OC	-8	-0.3	.	12	93	5	-1	-1	-3	-1.4
COc1ccc(CC(=O)N2CCN(C(=O)c3ccco3)CC2)cc1	0	0.0	-5	3	76	-10	-1	2	-3	-1.3
CCN(CC)CCN1C(=O)C(O)=C(C(C)=O)C1c1ccc(OC)c(OC)c1 (configuration not stated)	3	0.0	-11	6	91	-3	2	15	3	1.5
O=C(c1cc2c(s1)CCCC2)N1CCN(CCO)CC1	-21	-0.2	-6	0	100	-3	2	5	-2	-2.2
COC(=O)c1cc(-c2ccc(Br)cc2)n[nH]1	0	2.8	0	-5	102	-24	0	-6	-1	-1.4
COc1ccc(SCCN2CC[C@@H](NC(=O)OCc3ccccc3)CCC2=O)cc1	3	0.3	-6	7	87	-11	2	4	-3	-1.0
CCNC(=O)C1CCCN(Cc2ccc(C)c3ccccc23)CC1 (configuration not stated)	-7	-0.3	.	6	94	0	3	.	3	-2.8
Cc1cccc(NC(=O)NNS(=O)(=O)c2ccc(F)cc2)c1	2	0.7	-6	2	97	-11	3	8	4	3.6
C#CCSc1[nH]c(=O)cc(C)c1C#N	0	-0.5	.	7	97	2	2	-4	1	-1.3
CCOc1ccc(Br)cc1S(=O)(=O)Nc1cccc(S(=O)(=O)N(C)c2ccccc2)c1	2	0.1	1	-3	100	3	-4	4	-5	-1.6
C[C@H](NC(=O)C1CCN(S(=O)(=O)c2ccccc2)CC1)C(=O)NCc1cccnc1	5	-0.2	-4	2	98	-11	1	1	3	2.3
COC(=O)c1ccc(CSc2n[nH]c(=S)s2)o1	0	-0.1	-2	-4	95	-2	-1	15	-5	-1.6
C=CCNC(=S)NNC(=O)c1csc(C)c1CC	1	0.0	-10	7	98	-9	2	.	-2	0.1
Cc1cc2c(C)nc(Cc3ccccc3)nc2o1	-1	0.1	7	2	9.0*	-9	2	3	1	-1.7
CSc1ccccc1NC(=O)CN(C)CC(=O)Nc1cc(C)ccc1C	-1	-0.2	-2	9	100	-14	2	7	8	0.1
CCOC(=O)Cn1nc(Cc2ccccc2)c2ccccc2c1=O	0	0.1	0	-6	98	3	0	8	0	3.3
O=C(CSc1nc(N2CCCCC2)nc(N2CCCCC2)n1)Nc1nccs1	-1	0.2	-2	-1	87	-11	-1	-13	4	-1.9
COc1cc(OC)cc(C(=O)Nc2ncn[nH]2)c1	-1	-0.3	7	9	99	-13	2	0	3	-2.2
CC1(C2CC2)NC(=O)N(CC(=O)Nc2ccc(C(F)(F)F)cc2)C1=O (configuration not stated)	-3	-0.2	7	7	97	1	4	3	6	-0.3
COc1cccc(NC(=O)c2ccccc2F)c1	5	-0.4	-8	4	107	-7	-1	-4	-2	0.4
CC(C)c1nnc(SCC(=O)NCCC2=CCCCC2)n1N	0	-0.2	-8	7	95	-7	0	1	-11	2.2
